Rad51 HR inh = Rad51 (human) homologous recombination inhibition; 0.085% of 200,000 active; AID 1385; Q06609; inhibition, % at 10 µM; hRad51 DNA strand exchange, fluorescence dequenching;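 active = inhibition above 40% at the single screening dose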;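 note: 0% = DMSO control wells and 100% = blanks with heterologous ssDNA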
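material = hRad51 filaments on single-stranded DNA | reagent = Donor/quencher-labelled 47-bp dsDNA substrate | compound = 10 µM final, single point | schedule = strand-exchange reaction 15 min at room temperature | measured by = fluorescein emission 520 nm, excitation 485 nm | read-out basis = % inhibition versus plate control and blank means | benchmarks = plate controls and plate blanks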
14-3-3 Bad inh = disrupts binding of bovine 14-3-3 zeta to phospho-Bad peptide; P63103; TR-FRET 14-3-3zeta/Dy647-pBad peptide displacement, 1 h; inhibition, % at 21.7 µM; 0.71% of 220,000 active; AID 781;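 active = inhibition above about 70%, limit read from the data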;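 note: 0% = full 14-3-3 plus peptide FRET controls and 100% = background without 14-3-3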
Target sequence (P63103 whole entry, looked up): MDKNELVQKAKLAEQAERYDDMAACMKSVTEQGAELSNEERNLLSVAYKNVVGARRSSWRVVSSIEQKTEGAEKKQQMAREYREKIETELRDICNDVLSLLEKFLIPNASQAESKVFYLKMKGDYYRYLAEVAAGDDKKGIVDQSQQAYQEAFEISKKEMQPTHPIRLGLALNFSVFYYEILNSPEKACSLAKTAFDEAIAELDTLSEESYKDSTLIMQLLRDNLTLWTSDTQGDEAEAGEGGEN
thrombin 1536 = inhibitors of human thrombin | 0.26% of 220,000 active | inhibition, % at 5 µM | alpha-thrombin, Boc-VPR-AMC fluorogenic substrate cleavage | P00734;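 active = inhibition at or above 40%; inactive = inhibition below 40%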;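 note: 0% = enzyme with no compound and 100% = wells without enzyme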
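signal = AMC fluorescence, 355/460 nm | material = human alpha-thrombin enzyme | control set = enzyme without compound as high, wells lacking enzyme as low | times = reaction at room temperature | read-out basis = percent inhibition scaled between no-compound controls and no-enzyme blanks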
EBV gp42 inh = inhibitors of Epstein-Barr virus glycoprotein 42; Q1HVG2; Fluorescence polarization binding assay, mP read-out; inhibition, % (tested at 21.74 µM); 0.42% of 220,000 active; AID 1085; in the data active = inhibition above about 50%
Target sequence (Q1HVG2 whole entry, looked up): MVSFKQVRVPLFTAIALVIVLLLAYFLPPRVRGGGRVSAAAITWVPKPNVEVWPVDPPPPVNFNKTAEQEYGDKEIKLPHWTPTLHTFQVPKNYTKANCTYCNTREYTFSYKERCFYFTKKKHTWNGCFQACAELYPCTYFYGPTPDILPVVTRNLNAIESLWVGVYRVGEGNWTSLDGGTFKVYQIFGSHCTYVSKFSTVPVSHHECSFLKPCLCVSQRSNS
Cl transport mod = modulates chloride dependent transport by human KCC2 | KCC2 cells, thallium flux FluoZin-2 fluorescence | B-score of Tl+ flux slope (higher = more flux/activation; lower = inhibition) at 10 µM | 2.2% of 190,000 active;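 active = thallium flux slope and its plate-corrected score both differing from the plate sample mean at a set confidence after two filtering rounds, in either direction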;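 note: slope of fluorescence scaled to starting intensity during 10 to 20 s after thallium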
KLK5 inh = inhibitors of human kallikrein 5; recombinant hK5, fluorogenic AMC substrate cleavage; inhibition, % at 5 µM; 0.59% of 210,000 active;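 active = inhibition of 40% or more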;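 note: 0% = enzyme controls without compound and 100% = no-enzyme blanks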
Furin inhibitor = blocks human furin protease activity; inhibition, % at 30 µM; 0.061% of 220,000 active; P09958; purified furin, fluorogenic substrate cleavage; in the data active = inhibition above about 25%; note: inactives centre near -15
Target sequence (P09958 108-714 limits assumed): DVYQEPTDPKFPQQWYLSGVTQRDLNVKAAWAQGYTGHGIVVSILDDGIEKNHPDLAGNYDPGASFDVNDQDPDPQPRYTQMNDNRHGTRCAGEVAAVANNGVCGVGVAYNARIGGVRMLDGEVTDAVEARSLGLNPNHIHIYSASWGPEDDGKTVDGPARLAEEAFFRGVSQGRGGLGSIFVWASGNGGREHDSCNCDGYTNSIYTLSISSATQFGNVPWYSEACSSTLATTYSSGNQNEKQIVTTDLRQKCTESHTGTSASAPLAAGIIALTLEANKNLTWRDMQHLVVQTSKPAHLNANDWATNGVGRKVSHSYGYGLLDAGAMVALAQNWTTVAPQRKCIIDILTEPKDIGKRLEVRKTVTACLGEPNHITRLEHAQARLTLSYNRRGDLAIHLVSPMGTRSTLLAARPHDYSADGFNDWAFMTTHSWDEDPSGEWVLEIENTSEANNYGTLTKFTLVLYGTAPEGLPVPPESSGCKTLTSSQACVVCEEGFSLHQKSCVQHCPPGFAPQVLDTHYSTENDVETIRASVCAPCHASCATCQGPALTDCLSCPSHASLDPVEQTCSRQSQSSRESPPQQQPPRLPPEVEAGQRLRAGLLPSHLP
eIF4E-4G inh = blocks eIF4E binding to eIF4G; inhibition, % at 21.7 µM; AID 782; 0.37% of 220,000 active; P63073+Q04637; TR-FRET eIF4E-eIF4GI(517-606) binding, 2 h;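 note: 0% = full FRET control wells and 100% = background wells lacking eIF4GI fragment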
p47phox inh = p47phox (human) inhibition. P14598. 0.53% of 220,000 active. AID 1274. inhibition, % at 24.7 µM. p47phox/p22phox peptide binding, fluorescence polarization, 2 h;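 note: 0% = p47phox with labelled peptide and 100% = labelled peptide alone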
The depositor's hits bear a star; i = inactive; x = not tested or not shown; [ ] = remark or other dose.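 Rule for the calls, unless noted: active = inhibition above about 30% (limit read from the data); inactive = the rest.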

Rad51 HR inh	14-3-3 Bad inh	thrombin 1536	EBV gp42 inh	Cl transport mod	KLK5 inh	Furin inhibitor	eIF4E-4G inh	p47phox inh	SMILES
18	-8	-2	-7	-0.19	5	-16	3	4	O=C(COC(=O)c1cc(=O)[nH]c2ccccc12)NC1CCCC1
6	-1	7	-13	0.12	1	-15[20 µM]	-11	1	O=C(COC(=O)C1(c2ccccc2F)CCCC1)N1CCOCC1
1	-4	-7	-23	0.027	-23	-9[20 µM]	-5[fluorescence artefact?]	-3	CCCCN(C)Cc1c(O)ccc2c(-c3ccccc3)cc(=O)oc12
5	5	-8	8	-0.33	-22	-4	1	-14	CCCCOC(=O)c1ccc(NC(=O)COC(=O)CSc2nc(C)cc(C)n2)cc1
-8	5	3	-2	0.017	-23	-27[20 µM]	4[fluorescence artefact?]	-7	COc1ccnc(N=CNOCc2ccc(C)cc2)c1C#N
0	13	0	4	0.86	2	-10	-10	9	CCOC(=O)C(NC(=O)c1cccc(Cl)c1)(OCc1ccccc1)C(F)(F)F (centres undefined)
4	-11	0	-2	x	-3	0	-2	-7	COC(=O)C1=C(N)Oc2cc(C)n(CCc3ccccc3)c(=O)c2C1c1cccnc1 (centres undefined)
8	-21	6	2	0.31	-15	-16	1	5	COc1ccc2nc(C)cc(N3CCC(C(N)=O)CC3)c2c1
6	-2	3	-17	-0.076	-9	-11	2	-7	CN1C(=O)CC(P(=O)(c2ccccc2)c2ccccc2)N(C)C1=O (centres undefined)
0	1	-10	-17	-0.36	0	-4	0[fluorescence artefact?]	-6	O=C(Nc1ccc(Cl)c(C(F)(F)F)c1)C(=O)N1CCCCC1
0	-17	4	-21	0.15	-27	-18[20 µM]	-4	19	COc1ccc(OC)c(Nc2cc(-c3ccccc3)nc(N)n2)c1
x	-4	-4	-6	-0.025	-15	-22	5	0	COc1cccc(-c2nnc(-c3ccco3)o2)c1
-6	-2	27	-6	x	29	-19[20 µM]	-7	-8	c1ccc(-c2nn3nnnc3c3ccccc23)cc1
x	7[fluorescence artefact?]	-1	-5	0.053	-15	-25	-4	-12	CCOc1ccc(/C=C/C(=O)Nc2ccc(C(N)=O)cc2)cc1OC
-3	2	-1	-11	-1.6	1	-25[20 µM]	1	-12	O=S(=O)(c1ccc(Oc2ccccc2)cc1)N1CCOCC1
3	6	-4	-2	0.23	-3	-11[20 µM]	8	-92	COc1ccc(S(=O)(=O)Nc2cc(C)c(O)cc2C(C)C)cc1
9	5	-2	0	-0.55	5	-6[20 µM]	5	-9	O=c1[nH]c(=O)n(Cc2ccco2)c2c1C(C(F)(F)F)(C(F)(F)F)N=C(Cc1ccccc1)N2
-8	6	-3	-13	x	5	-21	-2	-14	COc1ccccc1-c1cc(C(=O)NC(C)c2ccccc2)no1 (centres undefined)
-11	-4	x	2	-0.094	4	-5	2	-18	CCCCn1c(N)c(N(CCOC)C(=O)CN2c3ccccc3CC2C)c(=O)[nH]c1=O (centres undefined)
-6	-4	5	-16	-1.3	-8	-22	-11[fluorescence artefact?]	2	COc1ccccc1NC(=O)C1=C(C)NC(=O)NC1c1cccc(OC)c1OC (centres undefined)
-2	3	-7	-3	0.023	-20	-5[20 µM]	-5	-6	COc1ccc(C(c2nnnn2C2CCCC2)N2CCC(C)CC2)c(OC)c1 (centres undefined)
-14	7	0	9	-0.51	4	-17[20 µM]	3	-15	O=C(CN(Cc1ccccc1)S(=O)(=O)c1ccccc1)N/N=C/c1ccccc1[N+](=O)[O-]
0	-8	-6	2	9.1*	-10	-17[20 µM]	8	-1	Cc1ccc(-c2nnc(CSc3nc(C(C)C)nc4sc(C)c(C)c34)o2)cc1
5	-16	3	-16	-1.7	-4	-14	7	-3	C/C(=N\Nc1ncc(Cl)cc1Cl)c1cccs1
11	3	-8	5	0.77	-1	2	-1	-16	O=C(N/N=C/C(Cl)=C/c1ccc([N+](=O)[O-])cc1)C(=O)Nc1cccc(C(=O)O)c1
-8	-7[fluorescence artefact?]	0	-24	-0.81	-1	-21	2	-1	Cc1cn(C(=O)c2cccc(Br)c2)c(C)n1
1	3[fluorescence artefact?]	-8	-18	1.9	-15	-22[20 µM]	-1	-8	CCOc1ccc2nc(SCC#N)c(C#N)cc2c1
x	5	-2	-17	-1	-1	-14	4	-18	COC(=O)c1c(NC(=O)c2ccc(OC(C)C)cc2)sc2c1CC(C)(C)NC2(C)C
-74	-10	0	8	-0.28	-2	-24	-2	-10	CC(C)C1CC(C(F)(F)F)n2nc(C(=O)O)cc2N1 (centres undefined)
7	-7	2	-3	1.1	3	-26	1	-5	Cc1ccccc1-c1nnc(-c2ccc(Br)cc2)o1

Shown as a hit in Cl transport mod (from the list above):
Rad51 HR inh	14-3-3 Bad inh	thrombin 1536	EBV gp42 inh	Cl transport mod	KLK5 inh	Furin inhibitor	eIF4E-4G inh	p47phox inh	SMILES
0	-8	-6	2	9.1*	-10	-17[20 µM]	8	-1	Cc1ccc(-c2nnc(CSc3nc(C(C)C)nc4sc(C)c(C)c34)o2)cc1

Next entries
Rad51 HR inh	14-3-3 Bad inh	thrombin 1536	EBV gp42 inh	Cl transport mod	KLK5 inh	Furin inhibitor	eIF4E-4G inh	p47phox inh	SMILES
-1	5[fluorescence artefact?]	4	-7	0.46	-7	-14	6[fluorescence artefact?]	-9	CCN(CC)C(=O)c1ccc(CS(=O)(=O)c2ccc(OC)cc2)o1
-3	-13	-3	-20	-0.23	-4	-20	2	-10	Cc1nn(CC(=O)Nc2nccs2)c(C)c1[N+](=O)[O-]
x	1	-4	-18	0.46	x	-8	5	3	Cc1cc(Cl)ccc1C(=O)C1CCCN(C(=O)CCN2CCCO2)C1 (centres undefined)
-1	-4	-3	-7	-0.23	-10	-20[20 µM]	-2	-10	CCN(CC)S(=O)(=O)c1ccc(NC(=O)Cn2c(=O)sc3ccccc32)cc1
10	7	-8	-1	-0.16	-8	-6	-8	-28	CCOc1ccc(C(=O)Nc2nc(C)c(C(=O)OC)s2)cc1
1	46	0	-2	0.94	-2	-19[20 µM]	3	12	Cc1ccc(-c2nnc(SCC(=O)Nc3sc(C)c(C)c3C#N)n2C)cc1
7	-5	0	-14	x	19	-10	0	-3	COc1cccc(C(=O)Nc2cccc(-c3nc4ncccc4o3)c2C)c1
2	-7	-3	-9	0.24	-2	-8	8	-7	CCn1nc(C)c(/C=N/NC(=O)Cc2ccc(Cl)cc2)c1C
-3	29[fluorescence artefact?]	-8	-11	x	12	-5	-13[fluorescence artefact?]	-131	Nc1nonc1-c1nc2ccccc2n1CC(=O)N/N=C\c1ccc(-c2ccc(Cl)cc2)o1
-3	2	-3	1	-0.0098	-1	-15	-2	-3	CC(C)CC(=O)NC(=S)Nc1cc(C(F)(F)F)ccc1N1CCOCC1
28	-12	-1	-16	-0.89	x	-20	1	-22	O=C(NCC1CCCO1)C1CCN(C2CCN(C(=O)CC3CCCC3)CC2)CC1 (centres undefined)
-4	-9	-7	-15	0.48	-8	-25	3	-6	C=CCNC(=O)CCC(=O)NNc1nc2ccccc2c2nc(-c3ccccc3)nn12
2	-18	1	-8	-0.6	2	12	0	-21	COc1cc(-c2nnc(CSc3nc4ccccc4s3)o2)cc(OC)c1OC
-10	-6[fluorescence artefact?]	37	-11	-0.095	6	-18[20 µM]	0	1	O=C(c1nc2ncccn2n1)N1CCN(c2ccc(F)cc2)CC1
x	2	-1	-2	-2.3	-4	-33	3	x	CCc1ccc(NC(=O)c2ccccc2Br)cc1

Copied from the results shown, 5 compounds:
Rad51 HR inh	14-3-3 Bad inh	thrombin 1536	EBV gp42 inh	Cl transport mod	KLK5 inh	Furin inhibitor	eIF4E-4G inh	p47phox inh	SMILES
28	-12	-1	-16	-0.89	x	-20	1	-22	O=C(NCC1CCCO1)C1CCN(C2CCN(C(=O)CC3CCCC3)CC2)CC1 (centres undefined)
-4	-9	-7	-15	0.48	-8	-25	3	-6	C=CCNC(=O)CCC(=O)NNc1nc2ccccc2c2nc(-c3ccccc3)nn12
2	-18	1	-8	-0.6	2	12	0	-21	COc1cc(-c2nnc(CSc3nc4ccccc4s3)o2)cc(OC)c1OC
-10	-6[fluorescence artefact?]	37	-11	-0.095	6	-18[20 µM]	0	1	O=C(c1nc2ncccn2n1)N1CCN(c2ccc(F)cc2)CC1
x	2	-1	-2	-2.3	-4	-33	3	x	CCc1ccc(NC(=O)c2ccccc2Br)cc1

Next structures.
Rad51 HR inh	14-3-3 Bad inh	thrombin 1536	EBV gp42 inh	Cl transport mod	KLK5 inh	Furin inhibitor	eIF4E-4G inh	p47phox inh	SMILES
-35	-5	0	137*	i	1	-18	45*	-30	N#C/C(=C\c1sc(N2CCOCC2)nc1-c1ccccc1)C(=O)Nc1cccc2ccccc12
5	-6	-16	-8	x	-4	-12	2	-2	NC(=O)Nc1ccc(Oc2ncc(C(F)(F)F)cc2Cl)cc1
8	3	-10	-5	0.74	-9	-9	17[fluorescence artefact?]	-13	CCOC(=O)c1c(-c2ccc(C)o2)csc1NC(=S)NC(=O)c1ccc(F)cc1
4	-10	9	-12	-0.21	4	-17[20 µM]	-15	-8	CC(C)C1C2=C(CC(C)(C)CC2=O)ON1c1ccccc1 (centres undefined)
-1	10	-7	-13	x	23	-24	13	-8	CCCCCn1c(CN2CCCCC2C)nc2c1c(=O)n(C)c(=O)n2C (centres undefined)
-2	-4	-11	-5	0.4	-3	-16[20 µM]	8[fluorescence artefact?]	-2	O=C(c1ccc(Br)o1)N1CCN(c2ccccn2)CC1
8	-7	-8	-12	-0.055	-12	-20	2[fluorescence artefact?]	-12	O=C(Nn1nnnc1Nc1ccccc1)C12CC3CC(CC(C3)C1)C2
11	-26	-7	-8	-0.0033	-22	-16	-2	-8	Cn1c(=O)c2c(nc(N3CCCC3)n2CC(O)CO)n(C)c1=O (centres undefined)
x	-7	3	-9	2*	-2	-11	-3	4	NS(=O)(=O)c1ccc(NC(=S)NC(=O)c2cccnc2)cc1
5	-4[fluorescence artefact?]	-1	-53	1.9	21	-19[20 µM]	-27	-85	Cc1cc(/C=C2\C(=N)N3C(SCc4ccccc4)=NSC3=NC2=O)c(C)n1Cc1ccccc1
5	-26	-3	-3	x	8	-23	1	-37	CCc1cc(=O)[nH]c(-n2[nH]c(-c3ccccc3)cc2=O)n1
-11	11	-5	-16	x	-1	-18	-2	-16	CCCCNC(=O)Nc1cc(C(=O)OC)ccc1C
-10	-18	-7	0	0.65	-18	12	3[fluorescence artefact?]	-6	O=C(/C=C/c1cccs1)Nc1ccncc1
9	-1	1	5	-1.3	-21	-38	1	0	Cc1nc(-c2cccc(NC(=O)C3CCCCC3)c2)cs1
-5	-7	-9	-11	0.046	2	-1	-2	4	CCc1nnc(NC(=O)CSc2nnc(-c3ccccc3O)o2)s1
1	-5[fluorescence artefact?]	-13	0	1	-1	-13	-1	2	Cc1ccc(Nc2nc(N)c([N+](=O)[O-])c(N3CCOCC3)n2)cc1
2	4	-6	4	0.26	0	-13	3	2	Cc1cc(C)nc(Nc2nc3ccccc3s2)n1
8	6	-5	-6	-0.43	2	-1	0	3	CC(C)(C)C1CCc2c(sc3ncn(N)c(=N)c23)C1 (centres undefined)
1	-7	8	-19	0.59	-6	-24	0	-5	CCN1CCN(C(=S)Nc2cc(S(=O)(=O)N(CC)CC)ccc2C)CC1
-1	-1	0	-8	0.42	-30	-7	2	3	CCCCC1CCC(/C(N)=N/O)CC1 (centres undefined)
x	-11	8	4	x	-27	-16[20 µM]	-1	4	COCc1cc(C)nc2sc(C(=O)NC3CCCCC3)c(N)c12
0	-10	3	-26	x	-7	-11	-9	-8	CCCCCCNC(=O)C(C(=O)OCC)C1CCCCC1 (centres undefined)
4	-9	1	2	-0.41	-1	-27	-3	1	O=C(O)c1c(-c2ccccc2)c(-c2ccccc2)nc2ccccc12
-14	-8	1	-12	-0.47	-8	-22	-2	1	CC(C)CC(NC(N)=O)C(=O)Nc1ccc2c(c1)OCO2 (centres undefined)

Screening data as filed in PubChem.
